Screening data: PubChem, National Center for Advancing Translational Sciences (NCATS)
Lipid storage S3 – qHTS Assay for Lipid Storage Modulators in Drosophila S3 Cells; Drosophila S3 cells, BODIPY lipid droplet fluorescence, 18-24 h; cells fed with added oleic acid; hit rate 0.64% among 320,000; lipid storage change, negative = inhibition, % at the top dose, mostly 46.1 µM; hits show Potency in µM; active means well fitted inhibition curve with a large enough effect in the signal ratio, with a control signal flat, not every such curve was filed as active; inconclusive means small, poorly fitted or top-dose-only effect, or effect the other way, or a change in a side signal; the % refers to the signal ratio
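Drosophila S3 cells got compounds at several concentrations plus oleic acid (400 uM solution). Laser-scanning cytometry with 488 nm excitation read lipid droplets at 500-530 nm and cells at 575-640 nm. Percent activity was relative to 20 uM Triacsin C.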
Lipid storage S3 cell count max – further read-out of Lipid storage S3, marked with its call; cell number change, %; measured here: cell count max response;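 cells counted by Cell Tracker Red CMTPX staining in the red channel; peak over a dose series mostly up to 46.1 µM; percent activity relative to internal control wells on each plate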
Active calls of the source: *; & = joins results of further samples. On the % scale 0 is the no-effect control and ±100 the full control effect; potency means the concentration at half of the fitted maximal effect. The list is partial; the hit share may differ from the screen's.

Results for N#Cc1ccccc1Cn1cc(C(=O)c2ccco2)c2ccccc21 ?
Lipid storage S3: inconclusive

How did CC(C)[N+](C)(CCC(C(N)=O)(c1ccccc1)c1ccccc1)C(C)C do in these assays?
Lipid storage S3: -2%; Lipid storage S3 cell count max: -16

What do the screens show for `CNC(=S)N1CCN(CCN=Cc2c(O)n(-c3ccc(C)cc3)c(=S)[nH]c2=O)CC1`?
Lipid storage S3: -14%; Lipid storage S3 cell count max: 1

What do the screens show for `Clc1cccc(C2NCCc3[nH]cnc32)c1` (centres undefined)?
Lipid storage S3: inconclusive

Results for Cc1cc(C)cc(OC(=O)N2CCOCC2)c1 ?
Lipid storage S3: inconclusive

What do the screens show for `COc1cc(C=C2C(=O)NC(=O)NC2=O)ccc1OS(=O)(=O)c1ccccc1[N+](=O)[O-]`?
Lipid storage S3: inconclusive

How did CCCc1cc(=O)oc2cc(OCC(=O)N3C[C@H]4C[C@@H](C3)c3cccc(=O)n3C4)ccc12 do in these assays?
Lipid storage S3: 0%; Lipid storage S3 cell count max: 16

What do the screens show for `CCN1CCN(Cc2cc(C(C)(C)C)c(O)c(C(C)(C)C)c2)CC1`?
Lipid storage S3: inconclusive

Results for COc1ccc(C(C)=O)cc1CC(C(=O)c1ccc(C)c(C)c1)N(C)C (centres undefined) ?
Lipid storage S3: 17%; Lipid storage S3 cell count max: 7

What do the screens show for `COC(=O)C1=C(c2cccc(OCc3ccccc3)c2)C[C@@H]2CC[C@H]1N2C(=O)NCCCOC(C)C`?
Lipid storage S3: inactive; Lipid storage S3 cell count max: -25

What do the screens show for `CCCCn1c(NC(=O)c2ccco2)c(C(=O)OCC)c2nc3ccccc3nc21`?
Lipid storage S3: inconclusive

How did CCOP(=O)(c1ccccc1Cl)C1(O)CCCCC1 (centres undefined) do in these assays?
Lipid storage S3: inconclusive

Results for CCC(CO)Nc1ccc([N+](=O)[O-])c2cccnc12 (centres undefined) ?
Lipid storage S3: -28%; Lipid storage S3 cell count max: 4

What do the screens show for `Cc1cc(C(=O)Nc2ccc3c(c2)OCCO3)nn1C(C)(C)C`?
Lipid storage S3: inconclusive

Results for CCOC(=O)Cn1c(=O)oc2cc(S(=O)(=O)Nc3cccc(C)c3)ccc21 ?
Lipid storage S3: inconclusive

How did CC(=O)CC(=O)C1C(=O)N(C)C(=O)N(C)C1=O do in these assays?
Lipid storage S3: 3%; Lipid storage S3 cell count max: 16

Results for O=C(CCCc1ccccc1)NCCc1cnc[nH]1 ?
Lipid storage S3: inconclusive

What do the screens show for `CC(=NCCC1=CCCCC1)c1c(O)n(-c2ccccc2)c(=O)[nH]c1=O`?
Lipid storage S3: 1%; Lipid storage S3 cell count max: 23

How did CC(C)OP(=O)(OC(C)C)C(O)c1ccc(Br)cc1 (centres undefined) do in these assays?
Lipid storage S3: -5%; Lipid storage S3 cell count max: 4

Results for CC(=O)c1cccc(OCC(O)CN2CC=C(c3ccccc3)CC2)c1 (centres undefined) ?
Lipid storage S3: inconclusive

What do the screens show for `Cc1ccc(N2C(=O)NC(=O)/C(=C/c3ccc(-c4ccc(C(=O)O)c(Cl)c4)o3)C2=O)cc1`?
Lipid storage S3: 1%; Lipid storage S3 cell count max: -2

Results for O=c1[nH]c(O)c(N=Nc2ccc(S(=O)(=O)N3CCOCC3)cc2)c(=O)[nH]1 ?
Lipid storage S3: -6%; Lipid storage S3 cell count max: 2

What do the screens show for `CCCCn1c(O)c(/C=N/N2CCCCC2c2cccnc2)c(=O)[nH]c1=S` (centres undefined)?
Lipid storage S3: 10%; Lipid storage S3 cell count max: 2

Results for CC/C(=N\N1CCCCCC1)c1c(O)n(-c2ccccc2C)c(=O)[nH]c1=O ?
Lipid storage S3: inconclusive

Results for C=C1N2CCC(CC2)C1(O)c1ccccc1C (centres undefined) ?
Lipid storage S3: inconclusive

What do the screens show for `Cc1ccc(N(C)C(=O)CCS(=O)(=O)c2ccc3c(c2)oc(=O)n3C)cc1`?
Lipid storage S3: inconclusive

Results for C(#CCN1CCCC1)CN1CCCC1 ?
Lipid storage S3: inconclusive

Results for COc1ccc(NP(=O)(Oc2cccc(C)c2)Oc2cccc(C)c2)cc1OC ?
Lipid storage S3: 20%; Lipid storage S3 cell count max: 2

How did O=[N+]([O-])c1ccc(N2CCOCC2)c2cccnc12 do in these assays?
Lipid storage S3: inconclusive

What do the screens show for `Cc1c(C=C2C(=O)NC(=O)NC2=O)c(=O)n(-c2ccccc2)n1C`?
Lipid storage S3: inconclusive

How did O=C(N/N=C/c1c(O)n(CCc2ccc(F)cc2)c(=O)[nH]c1=O)c1ccncc1 do in these assays?
Lipid storage S3: -16%; Lipid storage S3 cell count max: -9

Results for Cn1cc(Br)c(C(=O)Nc2ccc3c(C(F)(F)F)cc(=O)oc3c2)n1 ?
Lipid storage S3: inconclusive

Results for Cc1cccc(-n2c(O)c(/C=C/C=Nc3ccccc3)c(=O)[nH]c2=O)c1 ?
Lipid storage S3: inconclusive

How did CC12CC[C@H]3[C@@H](CCC4(O)C[C@H](O)CCC34/C=N/NC(=O)c3ccc(O)cc3)C1(O)CCC2C1=CC(=O)OC1 (some centres undefined) do in these assays?
Lipid storage S3: 9%; Lipid storage S3 cell count max: 18

What do the screens show for `CN1CCN(C(=O)COc2ccc(S(=O)(=O)N(C)Cc3ccccc3)cc2)CC1`?
Lipid storage S3: inactive; Lipid storage S3 cell count max: -3

What do the screens show for `CCCCCCC(=O)c1c(O)n(-c2ccccc2OC)c(=O)[nH]c1=O` (tested in a mixture with another compound)?
Lipid storage S3: 15%

How did CC1CCCCC1NC1CCN(C)CC1 (centres undefined) do in these assays?
Lipid storage S3: inconclusive

What do the screens show for `CCCCn1c(O)c(C(CC)=Nc2ccc(C(=O)O)cc2)c(=O)[nH]c1=O`?
Lipid storage S3: 5%; Lipid storage S3 cell count max: 6

What do the screens show for `COCCCn1c(N)c(C(=O)NCc2ccco2)c2nc3ccccc3nc21`?
Lipid storage S3: inconclusive

How did N#CC1(c2ccccc2)CCN(C2CC(=O)N(c3ccc(F)cc3)C2=O)CC1 (centres undefined) do in these assays?
Lipid storage S3: inconclusive

How did CN(C)C(=O)Oc1ccc2c(c1)O/C(=C\c1ccccc1)C2=O do in these assays?
Lipid storage S3: 10%; Lipid storage S3 cell count max: -2

How did CC(Cc1ccsc1)NCc1cn[nH]c1-c1ccc(F)cc1F (centres undefined) do in these assays?
Lipid storage S3: -6%; Lipid storage S3 cell count max: -3

What do the screens show for `CCCCCCC(=O)c1c(O)n(-c2ccccc2OC)c(=O)[nH]c1=O`?
Lipid storage S3: inconclusive

Results for O=C(c1cc2cc3ccc(Cl)cc3nc2o1)N1CCC2(CC1)OCCO2 ?
Lipid storage S3: -15%; Lipid storage S3 cell count max: -16

How did CNC(=O)O/N=C(\C)Cc1nnn(-c2cc(C)on2)n1 do in these assays?
Lipid storage S3: 11%; Lipid storage S3 cell count max: -3

17 structures from above, ordered by molar mass, rising:
Results for C(#CCN1CCCC1)CN1CCCC1 ?
Lipid storage S3: inconclusive

How did CC1CCCCC1NC1CCN(C)CC1 (centres undefined) do in these assays?
Lipid storage S3: inconclusive

How did O=[N+]([O-])c1ccc(N2CCOCC2)c2cccnc12 do in these assays?
Lipid storage S3: inconclusive

How did CNC(=O)O/N=C(\C)Cc1nnn(-c2cc(C)on2)n1 do in these assays?
Lipid storage S3: 11%; Lipid storage S3 cell count max: -3

What do the screens show for `Cc1c(C=C2C(=O)NC(=O)NC2=O)c(=O)n(-c2ccccc2)n1C`?
Lipid storage S3: inconclusive

How did CC(Cc1ccsc1)NCc1cn[nH]c1-c1ccc(F)cc1F (centres undefined) do in these assays?
Lipid storage S3: -6%; Lipid storage S3 cell count max: -3

What do the screens show for `CCCCCCC(=O)c1c(O)n(-c2ccccc2OC)c(=O)[nH]c1=O`?
Lipid storage S3: inconclusive

Results for Cc1cccc(-n2c(O)c(/C=C/C=Nc3ccccc3)c(=O)[nH]c2=O)c1 ?
Lipid storage S3: inconclusive

What do the screens show for `CCCCn1c(O)c(C(CC)=Nc2ccc(C(=O)O)cc2)c(=O)[nH]c1=O`?
Lipid storage S3: 5%; Lipid storage S3 cell count max: 6

Results for O=C(c1cc2cc3ccc(Cl)cc3nc2o1)N1CCC2(CC1)OCCO2 ?
Lipid storage S3: -15%; Lipid storage S3 cell count max: -16

How did N#CC1(c2ccccc2)CCN(C2CC(=O)N(c3ccc(F)cc3)C2=O)CC1 (centres undefined) do in these assays?
Lipid storage S3: inconclusive

What do the screens show for `COCCCn1c(N)c(C(=O)NCc2ccco2)c2nc3ccccc3nc21`?
Lipid storage S3: inconclusive

What do the screens show for `Cc1ccc(N(C)C(=O)CCS(=O)(=O)c2ccc3c(c2)oc(=O)n3C)cc1`?
Lipid storage S3: inconclusive

How did O=C(N/N=C/c1c(O)n(CCc2ccc(F)cc2)c(=O)[nH]c1=O)c1ccncc1 do in these assays?
Lipid storage S3: -16%; Lipid storage S3 cell count max: -9

Results for Cn1cc(Br)c(C(=O)Nc2ccc3c(C(F)(F)F)cc(=O)oc3c2)n1 ?
Lipid storage S3: inconclusive

What do the screens show for `CN1CCN(C(=O)COc2ccc(S(=O)(=O)N(C)Cc3ccccc3)cc2)CC1`?
Lipid storage S3: inactive; Lipid storage S3 cell count max: -3

How did CC12CC[C@H]3[C@@H](CCC4(O)C[C@H](O)CCC34/C=N/NC(=O)c3ccc(O)cc3)C1(O)CCC2C1=CC(=O)OC1 (some centres undefined) do in these assays?
Lipid storage S3: 9%; Lipid storage S3 cell count max: 18

Carrying on.
Results for O=c1[nH]c(=O)n(-c2ccccc2Cl)c(O)c1C=NCCN1CCCCC1 ?
Lipid storage S3: inconclusive

How did FC(F)(F)c1ccccc1CNCCc1c[nH]c2ccccc12 do in these assays?
Lipid storage S3: inconclusive

What do the screens show for `Cc1ccsc1C(=O)C1CCCN(Cc2cnc(N3CCCC3)s2)C1` (centres undefined)?
Lipid storage S3: 12%; Lipid storage S3 cell count max: -6

How did COCCOC(=O)c1c(C)oc2ccc(OC(=O)N(C)C)cc12 do in these assays?
Lipid storage S3: inconclusive

What do the screens show for `Cc1ccc2c(c1)CC1(CN2C)C(=O)NC(=O)N(CCc2ccccc2)C1=O` (centres undefined)?
Lipid storage S3: inconclusive

What do the screens show for `O=C1NC(=O)N(CCc2ccc(F)cc2)C(=O)/C1=C/c1cccs1`?
Lipid storage S3: -1%; Lipid storage S3 cell count max: 15

Results for Cc1ccc2nc(N3CCC(C(=O)N4CCC5(CC4)OCCO5)CC3)sc2c1 ?
Lipid storage S3: 24%; Lipid storage S3 cell count max: -10

Results for C1=C(c2ccccc2)CCNC1 ?
Lipid storage S3: inconclusive

How did CNS(=O)(=O)Cc1ccc2[nH]cc(CCN(C)C)c2c1 do in these assays?
Lipid storage S3: inconclusive

What do the screens show for `O=c1[nH]c(=O)n(C2CCCCCC2)c(O)c1C=NCc1ccc(F)cc1`?
Lipid storage S3: inconclusive

How did CC1=[N+]([O-])C2(N)CCc3nonc3C2(O)C1 (centres undefined) do in these assays?
Lipid storage S3: 11%; Lipid storage S3 cell count max: -3

How did C[n+]1c(-c2ccccc2)cc(CCCCc2cc(-c3ccccc3)[n+](C)c(-c3ccccc3)c2)cc1-c1ccccc1 do in these assays?
Lipid storage S3: inconclusive

Results for N#CC(C#N)=Cc1ccc(N2CCOCC2)cc1 ?
Lipid storage S3: 0%

Results for CCN1C[C@]2(COC)CC[C@H](OC)[C@@]34C1[C@]1(OCO[C@@]15C[C@H](OC)[C@H]1C[C@@H]3[C@@H]5[C@H]1OC)[C@@H](O)[C@H]24 ?
Lipid storage S3: 3%; Lipid storage S3 cell count max: 1

Results for CC(=O)OC1CC[C@]2(C#N)[C@H]3CC[C@]4(C)[C@H](C5C=CC(=O)O5)CCC4(O)C3CCC2(O)C1 (some centres undefined) ?
Lipid storage S3: 5%; Lipid storage S3 cell count max: 6

How did CCC(C)OC(=O)c1c(N)n(Cc2cccs2)c2nc3ccccc3nc12 (centres undefined) do in these assays?
Lipid storage S3: inactive; Lipid storage S3 cell count max: -12

How did C=CCn1c(O)c(C(CC)=Nc2ccc3c(c2)CCC3)c(=O)[nH]c1=O do in these assays?
Lipid storage S3: 13%; Lipid storage S3 cell count max: 0

How did N#CC(C#N)=Cc1cccnc1 do in these assays?
Lipid storage S3: inconclusive

How did c1ccc(-c2[nH]c(-c3ccccc3)[n+](CC3CO3)c2-c2ccccc2)cc1 (centres undefined) do in these assays?
Lipid storage S3: inconclusive

Results for Cc1ccccc1N ?
Lipid storage S3: inconclusive

Results for CCN(CC)c1ccc(/C=C2\C(=O)NC(=O)N(Cc3ccco3)C2=O)cc1 ?
Lipid storage S3: -1%; Lipid storage S3 cell count max: 14

How did C#CC1(O)C=CC2C3CCC4=CC(=O)CCC4C3CCC21CC (centres undefined) do in these assays?
Lipid storage S3: -5%; Lipid storage S3 cell count max: 4

What do the screens show for `CNC(=S)N1CCn2cccc2C1c1cccnc1` (centres undefined)?
Lipid storage S3: inconclusive

How did CCN(CC)C(=O)c1ccc(NC(=O)Cn2nc(C)c3ccccc3c2=O)cc1 do in these assays?
Lipid storage S3: 4%; Lipid storage S3 cell count max: 8

How did C[N+]1(C)[C@@H]2CC[C@H]1CC(OC(=O)C(CO)c1ccccc1)C2 (some centres undefined) do in these assays?
Lipid storage S3: 0%&-2%; Lipid storage S3 cell count max: 25&0

How did COc1ccc(N2C(=O)/C(=C/c3cccs3)C(=O)NC2=S)cc1 do in these assays?
Lipid storage S3: -11%; Lipid storage S3 cell count max: -10

How did CC(=NCCc1c[nH]c2ccccc12)c1c(O)n(Cc2ccccc2)c(=O)[nH]c1=O do in these assays?
Lipid storage S3: inconclusive
